MrgX1 ag – agonists of human MrgX1 receptor, primary screen, HEK293 cells, Fluo-4 calcium flux. actives 0.44% (n = 310,000). B-score at 10 µM. Mas-related G-protein coupled receptor member X1 (Homo sapiens), Q96LB2. Fluo-4 calcium fluorescence, agonist mode; active compounds read high;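 active means calcium response B-score plate-corrected fluorescence ratio at least 3 library SD, with starting fluorescence B-score inside 5 SD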
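Test system: Stable human MrgX1 HEK293 cell line | Schedule: Overnight plating before 1 h dye loading | Read-out basis: Baseline-normalised fluorescence change ratio, B-scored | Detection: Kinetic calcium dye fluorescence, Fluo-4 NW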
Platelet DG rel – inhibitors of platelet dense granule secretion, primary screen, cell-based, MLPCN, human platelets. AID 1663, 2009. actives 0.22% (n = 300,000). inhibition, %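 (compounds screened at 7.5 µM in platelet-rich plasma)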. human platelet-rich plasma, SFLLRN dense granule ATP release, luminescence;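 active means mean replicate score, as percent of positive control, at or above 50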
SKKanGAS inh – S. pyogenes SKKanGAS growth inhibitors in kanamycin, primary screen, streptokinase expression inhibitor project, SKKanGAS strain, BacTiter-Glo luminescence; 6 h; actives 1.3% (n = 300,000); inhibition, % at 7.5 µM;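 active means mean replicate score, as percent of positive control median, at least 50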;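 further: strain carries kanamycin resistance gene driven by streptokinase promoter and grows in 40 µg/ml kanamycin; loss of luminescence reflects streptokinase promoter inhibition or plain growth inhibition; 0% = median of DMSO wells and 100% = positive control at its reference dose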
RGS4 block – RGS4 inhibitors, primary screen, cell-based, HEK293 M3R inducible RGS4, calcium flux | B-score at 10 µM | actives 0.45% (n = 310,000) | Regulator of G-protein signaling 4 (Homo sapiens), P49798 | Fluo-4 calcium flux; active compounds read high; triggered by carbachol at its EC20 | AID 463165, 2010;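 active means B-score, a plate-corrected calcium signal, over three deviations above library mean, with baseline fluorescence within five deviations of library mean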;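 further: RGS4 expression induced by doxycycline in cells with stable M3 receptor; B-score is computed from the integrated fluorescence ratio over baseline after carbachol; higher B-score means a larger calcium signal and so more RGS4 inhibition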
HIF activator – HIF pathway transcriptional activators, primary screen, cell-based, U2OS HRE-luciferase, luminescence | U2OS HRE-luciferase reporter; normalized: DMSO 0%, desferrioxamine 100% | activation, % at 7.5 µM (by protocol) | actives 0.32% (n = 300,000);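 active means mean activation of at least 10% of the iron chelator positive control signal, with at least half of replicates also reaching 10%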
TRPC6 act – mouse TRPC6 channel activators, primary screen, cell-based, HEK293, membrane potential dye | Short transient receptor potential channel 6 (Mus musculus), Q61143 | HEK293-TRPC6 membrane potential dye fluorescence; active compounds read high | B-score at 10 µM | actives 0.13% (n = 310,000) | AID 2550, 2010;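 active means B-score of the integrated fluorescence ratio above library mean plus 3 SD, and starting fluorescence ratio within library mean plus 5 SD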;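 further: higher score means more depolarization so channel activation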
TRPC4 block – inhibitors of mouse TRPC4 channel, primary screen, Fluo4 calcium, HEK293 TRPC4beta/mu-opioid cells. actives 0.39% (n = 300,000). B-score at 10 µM. DAMGO-evoked Fluo4 calcium flux; active compounds read low. AID 2247, 2010;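 active means B-score over 3 SD under the library average, no early fluorescence shift, positive overall ratio signal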
Target sequence (Q9QUQ5 whole entry, looked up): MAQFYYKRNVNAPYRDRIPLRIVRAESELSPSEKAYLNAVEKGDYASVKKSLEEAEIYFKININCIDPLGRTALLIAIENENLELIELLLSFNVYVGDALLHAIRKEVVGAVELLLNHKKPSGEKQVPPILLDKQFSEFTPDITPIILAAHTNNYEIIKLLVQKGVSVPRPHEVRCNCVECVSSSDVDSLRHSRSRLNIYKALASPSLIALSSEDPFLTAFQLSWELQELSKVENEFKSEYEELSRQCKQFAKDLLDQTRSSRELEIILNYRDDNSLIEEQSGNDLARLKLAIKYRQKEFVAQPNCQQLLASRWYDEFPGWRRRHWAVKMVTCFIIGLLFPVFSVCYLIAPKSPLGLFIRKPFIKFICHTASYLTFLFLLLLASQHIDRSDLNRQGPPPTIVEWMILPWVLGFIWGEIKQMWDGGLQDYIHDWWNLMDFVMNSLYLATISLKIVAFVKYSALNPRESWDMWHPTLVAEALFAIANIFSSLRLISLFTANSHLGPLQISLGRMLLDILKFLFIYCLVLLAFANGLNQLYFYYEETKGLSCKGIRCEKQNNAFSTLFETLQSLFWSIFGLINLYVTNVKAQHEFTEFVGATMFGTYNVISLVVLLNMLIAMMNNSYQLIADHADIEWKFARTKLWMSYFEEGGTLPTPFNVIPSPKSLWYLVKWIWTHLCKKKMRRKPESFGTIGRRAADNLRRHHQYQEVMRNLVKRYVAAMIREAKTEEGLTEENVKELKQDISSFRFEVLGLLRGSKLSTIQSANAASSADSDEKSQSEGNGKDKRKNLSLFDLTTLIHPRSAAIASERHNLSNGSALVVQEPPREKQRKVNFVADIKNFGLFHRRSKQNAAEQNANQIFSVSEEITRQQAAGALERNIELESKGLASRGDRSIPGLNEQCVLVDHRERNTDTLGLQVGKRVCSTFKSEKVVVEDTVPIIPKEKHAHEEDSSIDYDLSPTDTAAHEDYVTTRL
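Material: HEK293 cells with stable TRPC4beta plus mu-opioid receptor expression / Probe or stimulus: DAMGO in two steps, submaximal then maximal / Compound: single concentration per test compound / Technique: kinetic Fluo4 fluorescence imaging of calcium influx / Read-out: per-well B score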
TRPC6 inhibitor – mouse TRPC6 channel inhibitors, primary screen, cell-based, HEK293, membrane potential dye; Short transient receptor potential channel 6 (Mus musculus), Q61143; AID 2553, 2010; B-score at 10 µM; ACh-evoked depolarization; active compounds read low; actives 1.1% (n = 310,000);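 active means B-score under library mean minus 3 SD, initial fluorescence not abnormally high, positive integrated signal ratio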;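 further: B-score derived from integrated fluorescence ratio over the kinetic read; more negative B-score means stronger inhibition of depolarization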
MrgX1 antag – antagonists of human MrgX1 receptor, primary screen, HEK293 cells, Fluo-4 calcium flux; Mas-related G-protein coupled receptor member X1 (Homo sapiens), Q96LB2; actives 1.3% (n = 310,000); BAM8-22 antagonism; active compounds read low; B-score at 10 µM;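 active means calcium-response B-score plate-corrected more than 3 library SD below zero, starting fluorescence within 5 deviations, no agonist response on first addition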;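 further: peak minus trough fluorescence over baseline after final BAM8-22 challenge near maximal dose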
RGS4 act – RGS4 potentiators or activators, primary screen, cell-based, HEK293 M3R inducible RGS4, calcium flux | B-score at 10 µM | carbachol calcium flux Fluo4; active compounds read low | actives 0.92% (n = 310,000) | AID 463111, 2010;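 active means B-score of the integrated calcium signal more than 4 SD below the library mean, with starting fluorescence not abnormally high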;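 further: negative B-score means reduced calcium response which marks RGS4 activation or potentiation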
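test system = M3R-expressing HEK293 line, RGS4 induced by doxycycline | probe or stimulus = carbachol at ECmax as muscarinic agonist stimulus | timing = dye loading 30 min 37 °C, buffer rest 30 min RT | signal = calcium dye Fluo4 fluorescence | evaluation = B score from integrated fluorescence ratio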
MrgX1 PAM – positive allosteric modulators of MrgX1, primary screen, HEK293 cells, Fluo-4 calcium flux; Mas-related G-protein coupled receptor member X1 (Homo sapiens), Q96LB2; FDSS; active compounds read high; B-score at 10 µM; actives 0.63% (n = 310,000); AID 588675, 2011;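 active means plate-corrected calcium response at least 3 library SD above typical, normal starting fluorescence, not activating the receptor alone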;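 further: compound read alongside a low EC10 to EC30 dose of BAM8-22 agonist; peak minus trough fluorescence over baseline measured at the second addition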
Numbers without * were called inactive; i = inactive; . = not tested or not shown.

Below each compound – MrgX1 ag	Platelet DG rel	SKKanGAS inh	RGS4 block	HIF activator	TRPC6 act	TRPC4 block	TRPC6 inhibitor	MrgX1 antag	RGS4 act	MrgX1 PAM
1. CN(Cc1ccccc1)C(=O)Cn1c(=O)oc2cc(S(=O)(=O)NCc3ccccc3)ccc21
→ i	1	-4	i	0.3	i	i	i	i	i	i
2. CC1(C)CC(=O)C(C=NCCCN2CCOCC2)=C(O)C1
→ i	3	-3	i	0.6	i	i	i	i	i	i
3. O=C1CC(c2ccccc2)CC(=NCCO)/C1=C(\O)CCCN1C(=O)c2ccccc2C1=O (configuration not stated)
→ i	14	-2	i	0.9	i	i	i	i	i	i
4. CCCCn1nc2cc(C(=O)NCc3cc(C(F)(F)F)cc(C(F)(F)F)c3)ccc2c1OC
→ i	5	-3	i	0.1	i	i	i	i	i	i
5. C=CCOc1ccccc1CNn1nnnc1N
→ i	1	-1	i	0.1	i	i	i	i	i	i
6. COc1ccc(Cl)cc1NC(=S)Nc1ccc(Cl)cn1
→ i	2	-18	i	0.2	i	i	i	i	i	i
7. CCOc1ccc(N2CC(C(=O)Nc3ccc(F)cc3F)CC2=O)cc1 (configuration not stated)
→ i	5	-2	i	-0.6	i	i	i	i	i	i
8. Cc1ccccc1NC(=O)CC1SC(=NC2CCCCC2)NC1=O (configuration not stated)
→ i	-51	-1	i	-0.2	i	i	i	i	i	i
9. Cc1cc(C)c(C)c(OCC(=O)N2CCN(c3ccccn3)CC2)c1
→ i	-4	-10	i	-8.6	i	i	i	i	i	i
10. Cc1cc(C)c2c(c1)c(C)cc1nnc(SCC(=O)c3cccs3)n12
→ i	0	4	i	0.1	i	i	i	i	i	i
11. CSc1cccc(NC(=O)C(=O)NCc2ccccc2)c1
→ i	6	-2	i	-0.1	i	i	i	i	i	i
12. CCN1CCN(S(=O)(=O)c2ccc3c(c2)OCCO3)CC1
→ i	3	6	i	-0.1	i	i	i	i	i	i
13. O=C(O)c1ccc2c(c1)C(=O)N(Cc1ccc3c(c1)OCO3)C2=O
→ i	-4	-6	i	-0.2	i	i	i	i	i	i
14. O=C(O)C1CCCCC1C(=O)Nc1nc(-c2ccc(Cl)s2)cs1 (configuration not stated)
→ i	4	16	i	0.0	i	i	i	i	i	i
15. O=C(/C=C/c1ccco1)Nc1ccc2c(c1)OCCO2
→ i	.	.	i	.	i	i	i	i	i	i
16. CCn1c(SCC(=O)c2ccc(C)cc2)nnc1-c1ccoc1C
→ i	-2	-2	i	1.3	i	i	i	i	i	i
17. Cc1cc(C)c(S(=O)(=O)N2CCN(C(=O)N3CCCCC3)CC2)c(C)c1
→ i	-7	1	i	-1.8	i	i	i	i	i	i
18. O=C1OCC(CO)(CO)N=C1NNc1cc(Cl)ccc1Cl
→ i	-5	3	i	0.1	i	i	i	i	i	i
19. COc1cccc(C2(CSc3nnc(-c4cc(OC)c(OC)c(OC)c4)o3)OCCO2)c1
→ i	-4	-2	i	-0.2	i	i	i	i	i	i
20. C(=C\c1ccc2ccccc2n1)/c1ccccc1
→ i	45	15	i	-4.0	i	i	i	i	i	i
21. CCOC(=O)N1CCN(c2ncnc3scc(-c4ccc(Cl)cc4)c23)CC1
→ i	-1	2	i	0.0	i	i	i	i	i	i
22. COc1cccc(NC(=S)N(CCN(C)C)C(C)c2ccncc2)c1 (configuration not stated)
→ i	-2	5	i	2.2	i	i	i	i	i	i
23. CC(=O)CC(C)(C)Nc1nc2cc([N+](=O)[O-])ccc2o1
→ i	11	2	i	0.7	i	i	i	i	i	i
24. O=C(N/N=C/c1ccc(Cl)c([N+](=O)[O-])c1)C1CC1
→ i	0	-6	i	0.2	i	i	i	i	i	i
25. Cc1cccc(-n2ncc3c2CCCC3NC(=O)Cn2cccn2)c1C (configuration not stated)
→ i	5	-6	i	0.0	i	i	i	i	i	i
26. Fc1ccc(-c2nnc(-c3ccc(F)cc3)o2)cc1
→ i	5	-10	i	3.1	i	i	i	i	i	i
27. Cc1nc(NS(=O)(=O)c2ccc(Cl)s2)c2c3c(sc2n1)CCCC3
→ i	5	63*	i	-0.4	i	i	i	i	i	i
28. COc1cccc(CN(C)C(=O)c2ccc(NS(=O)(=O)c3ccc(F)cc3)cc2)c1OC
→ i	-1	0	i	0.1	i	i	i	i	i	i
29. Clc1ccc2nc(CN3CCCCCC3)cn2c1
→ i	1	-7	i	-0.6	i	i	i	i	i	i
30. CC1=C(C(=O)Nc2ccccc2)C(c2ccc(C)cc2)N=C(Nc2nc3ccccc3o2)N1 (configuration not stated)
→ i	-10	5	i	-4.0	i	.	i	i	i	i
31. COC(=O)COc1ccc(C(=O)Cn2c(NCCCO)nc3ccccc32)cc1
→ i	18	-4	i	-0.1	i	i	i	i	i	i
32. O=C(Nc1ccccn1)c1cccc(S(=O)(=O)N2CCCCC2)c1
→ i	-4	-4	i	0.3	i	i	i	i	i	i
33. O=C(C1CCCCC1)N1CCN=C1SCc1cccc([N+](=O)[O-])c1
→ i	0	-2	i	-0.4	i	i	i	i	i	i
34. CC1(C)N=C(SCC(=O)Nc2ccc(Cl)cc2)C(c2ccc(Cl)cc2)=N1
→ i	-2	0	i	-0.4	i	i	i	i	-8*	i
35. c1ccc(C(c2c[nH]c3ccccc23)c2c[nH]c3ccccc23)nc1
→ i	-3	76*	i	0.1	i	i	i	i	i	i
36. CC(Nc1nc(-c2ccncc2)nc2ccccc12)c1ccccc1 (configuration not stated)
→ i	4	1	i	0.0	i	i	i	i	i	i
37. c1ccc(N2CCN(Cc3cn4ccccc4n3)CC2)cc1
→ i	4	2	i	1.0	i	i	i	i	i	i
38. COc1ccc(N2CCN(C3CCCN(C(=O)CN4CCCC4=O)C3)CC2)cc1 (configuration not stated)
→ i	-1	-1	i	-0.1	i	i	i	i	i	i
39. CCN=C1SC(CC(=O)NC(N)=O)C(=O)N1CC (configuration not stated)
→ i	2	-4	i	0.0	i	i	i	i	i	i
40. Cc1cc(NS(=O)(=O)c2ccc(CC(C)C)cc2)no1
→ i	-13	5	i	-0.4	i	i	i	i	i	i
41. C(=N\c1nc2ccccc2n1Cc1ccccc1)/c1cccs1
→ i	5	-5	i	0.1	i	i	i	i	-9.8*	i
42. CN(CCOc1ccccc1)C(=O)c1cc([N+](=O)[O-])cc([N+](=O)[O-])c1
→ i	-5	3	i	-0.2	i	i	i	i	i	i
43. COc1ccc(-n2c(C)cc(C(=O)Cn3c(NCCO)nc4ccccc43)c2C)cc1
→ i	1	2	i	-0.6	i	i	i	i	i	i
44. O=C(NCCc1c[nH]c2ccccc12)c1ccc2c(c1)OCO2
→ i	-5	2	i	4.6	i	i	i	i	i	i
45. FC(F)(F)c1cccc(NC(=S)NCc2ccccn2)c1
→ i	17	-1	i	1.2	i	i	i	i	i	i
46. CCOC(=O)C1CCCN(C(=O)/C=C/c2ccc([N+](=O)[O-])cc2)C1 (configuration not stated)
→ i	-5	7	i	0.0	i	i	i	i	i	i
47. N=c1n(CCCOc2ccccc2Cl)c2ccccc2n1CC(N)=O
→ i	-1	1	i	-0.7	i	i	i	i	i	i
48. N#Cc1ccc(C23CC4(C2)[C@H](CN(P(=O)(c2ccccc2)c2ccccc2)[C@@H]4c2ccccc2)C3c2ccc(Cl)nc2)cc1 (some centres not stated)
→ i	-2	10	i	0.3	i	i	i	i	i	i
49. CC(=O)c1sc(NC(=O)c2ccc(F)cc2)nc1-c1ccccc1
→ i	6	4	i	3.6	i	i	i	i	i	i
50. O=C1N(Cc2cccc(Cl)c2)C[C@@H]2C[C@@H](c3cccn3-c3ccccn3)N3CCC[C@@]123
→ i	3	10	i	-0.7	i	i	i	i	i	i
51. O=C(CN1CCC(C(=O)c2cccc(Cl)c2)CC1)Nc1ccc(C(=O)O)cc1
→ i	-3	10	i	0.2	i	i	i	i	i	i
52. O=C(Cn1nc(-c2ccccc2)nc1-c1ccccc1)OC1CCCCC1
→ i	-6	2	i	0.2	i	i	i	i	i	i
53. CCOc1ccc(NS(=O)(=O)c2ccc(C(=O)N(C)Cc3cccc(OC)c3OC)cc2)cc1
→ i	2	2	i	-0.2	i	i	i	i	i	i
54. O=C(CCC1CCCCC1)NNC(=O)NC12CC3CC(CC(C3)C1)C2
→ i	-3	2	i	-0.4	i	i	i	i	i	i
55. NS(=O)(=O)c1ccc(Sc2ccc3c(c2)CCC3)nc1
→ i	9	3	i	0.0	i	i	i	i	i	i
56. COc1ccccc1NC(=O)c1cc(C(=O)Nc2ccccc2OC)n(C)n1
→ i	-10	-3	i	-0.2	i	i	i	i	i	i
57. COc1ccc(CCNCC(=O)Nc2c(C)cc(C)cc2C)cc1OC
→ i	-14	5	i	-0.3	i	i	i	i	i	i
58. O=C1CCCN1Cc1ncnn1-c1ccccc1
→ i	3	-6	i	-0.4	i	i	i	i	i	i
59. Cc1ccc(N2C(=O)[C@@H]3C(c4cccnc4)=NO[C@@H]3C2=O)c(C)c1
→ i	-3	0	i	-0.9	i	i	i	i	i	i

Screening data deposited in PubChem by several laboratories.
